High-throughput results from PubChem.
TIM10 inh = inhibits growth of TIM10 yeast strain; S. cerevisiae TIM10 strain growth, BacTiter-Glo luminescence, 24 h; inhibition, % at 10 µM; actives 1.4% (n = 330,000);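 active = inhibition of 40% or more at the single tested concentration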;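 note: wild-type TIM10 isogenic control strain grown at permissive 25 °C; 0% = DMSO yeast wells and 100% = minimal medium wells without yeast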
XBP1 UPR activ = adaptive UPR (XBP1) activation. actives 0.33% (n = 330,000). CHO-XBP1 luciferase reporter, IRE1-XBP1 UPR activation, luminescence; percent of tunicamycin response, DMSO as zero. AID 463104. activation, % at 20 µM;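 active = versus positive control, 20 µM dose yields 30% or more activation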;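 note: 100% = tunicamycin at 10 µg/mL and 0% = DMSO only wells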
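Material: CHO cell line with stable XBP1 luciferase reporter; schedule: 16-18 h cell attachment at 37 °C, then 6 h compound exposure; signal: glow luminescence from Steady-Glo reagent; medium: serum-containing F12 medium, 10% FBS; benchmarks: tunicamycin 10 µg/mL and vehicle-only wells; read-out: percent activation relative to tunicamycin reference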
tim23-1 inh = inhibits growth of tim23-1 mutant yeast; S. cerevisiae tim23-1 growth, BacTiter-Glo luminescence, 24 h; inhibition, % at 20 µM; actives 1.3% (n = 330,000); AID 463212;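 active = growth inhibition of the mutant yeast at or above 50%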;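 note: temperature-sensitive mutant grown at 25 °C; plate controls were DMSO-treated mutant yeast for no effect and medium wells lacking yeast for full effect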
CHOP UPR activ = apoptotic UPR (CHOP) activation | CHO-CHOP luciferase reporter, luminescence; percent of tunicamycin response over DMSO baseline | activation, % at 10 µM | actives 0.34% (n = 330,000) | AID 449763;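 active = at 10 µM dose, activation of 40% or more, normalized to positive control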;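 note: 100% = tunicamycin at 10 µg/mL and 0% = DMSO alone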
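Assay system: CHO cells with stable CHOP pathway luciferase reporter; Buffer or medium: F12 plus 10% serum; Times: 16-18 h cell attachment, then 6 h compound exposure, 37 °C; Signal: luciferase luminescence; Read-out basis: percent activation relative to tunicamycin control; Control set: tunicamycin high control, DMSO low control.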
Jurkat NFkB inh = inhibitors of the PMA/ionomycin-induced NF-kB reporter in Jurkat cells; PMA/ionomycin-induced NF-kB luciferase reporter, luminescence; inhibition, % at 4 µM; actives 0.53% (n = 330,000); in the data active = inhibition above about 50%
697 NFkB inh = inhibitors of the PMA/ionomycin-induced NF-kB reporter in 697 B cells; 697 B-cell NF-kB luciferase reporter, 16 h; inhibition, % at 4 µM; actives 0.33% (n = 330,000); in the data active = inhibition above about 35%
Mdm2-MdmX inh = human Mdm2/MdmX binding inhibition; actives 3% (n = 330,000); SaOS-2 split-luciferase Mdm2/MdmX complementation, luminescence; inhibition, % at 8 µM;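 active = inhibition of at least 50% at 8 µM in the primary screen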
Target sequence (O15151 whole entry, looked up): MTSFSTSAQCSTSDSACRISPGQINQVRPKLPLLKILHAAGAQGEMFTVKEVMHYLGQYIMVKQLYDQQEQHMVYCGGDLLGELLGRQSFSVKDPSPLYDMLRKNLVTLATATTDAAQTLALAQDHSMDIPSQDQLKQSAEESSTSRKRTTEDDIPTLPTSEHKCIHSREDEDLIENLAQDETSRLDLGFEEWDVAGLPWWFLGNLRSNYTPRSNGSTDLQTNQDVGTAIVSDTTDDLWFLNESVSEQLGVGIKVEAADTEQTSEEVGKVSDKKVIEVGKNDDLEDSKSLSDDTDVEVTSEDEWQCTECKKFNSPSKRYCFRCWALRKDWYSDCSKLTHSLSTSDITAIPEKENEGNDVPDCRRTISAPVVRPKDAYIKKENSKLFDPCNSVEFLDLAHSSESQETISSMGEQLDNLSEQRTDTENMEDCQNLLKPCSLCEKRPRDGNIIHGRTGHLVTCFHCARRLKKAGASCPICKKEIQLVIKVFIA
Target sequence (Q00987 whole entry, looked up): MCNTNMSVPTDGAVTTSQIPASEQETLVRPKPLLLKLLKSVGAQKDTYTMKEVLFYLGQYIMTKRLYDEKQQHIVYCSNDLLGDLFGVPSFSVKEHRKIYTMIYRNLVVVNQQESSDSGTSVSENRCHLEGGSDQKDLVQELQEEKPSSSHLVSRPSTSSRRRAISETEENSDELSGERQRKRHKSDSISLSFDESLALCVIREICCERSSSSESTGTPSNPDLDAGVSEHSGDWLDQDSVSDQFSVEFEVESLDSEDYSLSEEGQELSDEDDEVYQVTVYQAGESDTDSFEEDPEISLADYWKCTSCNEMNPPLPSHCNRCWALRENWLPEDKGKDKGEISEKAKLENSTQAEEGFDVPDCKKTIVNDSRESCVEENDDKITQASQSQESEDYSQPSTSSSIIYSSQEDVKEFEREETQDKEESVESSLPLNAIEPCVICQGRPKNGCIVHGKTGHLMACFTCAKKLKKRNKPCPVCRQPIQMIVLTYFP
tim10-1 inh = tim10-1 yeast growth inhibition; S. cerevisiae tim10-1 ts strain growth, BacTiter-Glo, 24 h; inhibition, % at 20 µM; actives 2.2% (n = 330,000);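 active = inhibition of at least 40%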;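 note: mutant grown at 25 °C; 0% = DMSO wells with yeast and 100% = wells holding no yeast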
Numbers without * were called inactive.

SMILES	TIM10 inh	XBP1 UPR activ	tim23-1 inh	CHOP UPR activ	Jurkat NFkB inh	697 NFkB inh	Mdm2-MdmX inh	tim10-1 inh
Cc1cccc(NC(=O)COc2coc(CN3CCN(Cc4ccccc4)CC3)cc2=O)c1	-5	-3	-5	-0.2	11	3	-3	0
C=CCNC(=O)c1onc(CSc2ccc(C(C)C)cc2)c1C(=O)O	-3	-1	-8	-1.4	11	5	-6	-12
Cc1ccccc1Cn1nc(C)c(NC(=O)c2cc3n(n2)C(C(F)F)CC(C(F)F)N3)c1C (stereo not drawn)	2	-5	17	2.9	11	-3	5	-5
COC(=O)/C=C/C(=O)Nc1cccc(C(F)(F)F)c1	32	-3	41	6.3	9	-58	28	47*
COC(C/C=C/[C@@H](O)[C@@H](C)OCc1ccccc1)OC	-7	0	4	0.2	3	14	-17	4
COc1ccc2c(c1)CC/C(=C/c1ccccn1)C2=O	56*	-5	58*	12	-18	18	19	55*
O=C(NCCO)C1(c2ccccc2)CCCC1	-21	3	-5	-1.9	-5	7	19	-4
CCOC(=O)C1=C(C)NC(C)=C(C(=O)OCC)C1c1ccc(O)cc1	-4	-1	17	0.3	-11	8	33	12
O=C(Nc1nc2c(Cl)ccc(Cl)c2s1)C1CC1	35	0	30	1.1	-2	3	23	40
Cn1c(Cl)c(/C=N/OC(=O)C(C)(C)C)c2ccccc21	14	2	25	-0.4	1	-9	10	12
O=C(OCc1nnc(-c2ccccc2)o1)c1cc(F)c(F)cc1Cl	4	-4	37	-2.8	-8	8	9	33
Cc1c(Cl)cccc1NC(=O)CC(C(=O)O)C1CCCO1 (stereo not drawn)	6	-2	-9	0.6	7	13	-11	17
Cn1ccnc1SCC(=O)Nc1ccc(Oc2ccccc2)cc1	-19	3	10	2.8	-31	-53	-97	5
Cc1ccc(SCC(=O)NC(=O)Nc2ccc3c(c2)OCCO3)cc1C	-10	-1	-19	-1.2	-4	-8	22	-7
Cc1c(O)ccc2c(-c3ccccc3)cc(=O)oc12	2	0	18	1.3	-15	20	33	5
COc1ccc(OCC(=O)NCCNC(=O)c2ccccn2)cc1	-6	-3	-6	-1.6	-10	18	-6	-20
COc1cc(NC(=O)c2ccc(NS(=O)(=O)c3c(C)noc3C)cc2)cc(OC)c1	17	-3	-8	-0.1	11	17	9	9
COc1ccc(NC(=O)C(OC(=O)c2cnccn2)c2ccccc2)cc1Cl (stereo not drawn)	-1	-3	7	-0.6	-8	-1	8	14
CCOC(=O)C1CCN(C(=O)COC(=O)c2c(C)c(CC)nc3ccccc23)CC1	18	-4	33	-0.6	12	16	-12	17
COc1ccc(Cl)cc1S(=O)(=O)N1CCN(c2ccc(F)cc2)CC1	17	0	28	2.0	10	1	25	22
COc1ccc(/C(N)=N/O)c(OC)c1	4	-5	6	-0.6	2	7	-13	8
CCOc1ccc(NS(=O)(=O)c2ccc(C(=O)NNC(=O)c3ccccc3O)cc2)cc1	-9	-1	-1	0.5	0	-20	39	11
C/C(=N/NC(=O)c1cc(C)[nH]n1)c1ccncc1	-8	0	6	1.3	-19	0	-5	-8
COc1ccccc1N1CCN(C(=O)c2ccc3nc[nH]c3c2)CC1	3	-2	9	1.7	-18	-10	26	18
COc1c(CC=C(C)C)cc(C2CC(=O)c3c(O)cc(O)cc3O2)cc1CC=C(C)C (stereo not drawn)	15	5	24	13	-17	-34	21	19
SMILES	TIM10 inh	XBP1 UPR activ	tim23-1 inh	CHOP UPR activ	Jurkat NFkB inh	697 NFkB inh	Mdm2-MdmX inh	tim10-1 inh
COc1ccc(OCC(=O)NNC(=O)c2ccc(-c3ccccc3)cc2)cc1	-15	-1	-7	-1.2	-10	-10	5	-6
COc1ccccc1/C=C/C(=O)c1ccc(Cl)cc1	33	1	26	5.4	15	19	25	32
CN1CCN(S(=O)(=O)c2ccc(Nc3ccc(F)cc3)c([N+](=O)[O-])c2)CC1	-2	3	9	-0.8	-2	-26	15	2
COc1cccc2sc(Nc3nc(C)c(C(C)=O)s3)nc12	36	3	25	309*	13	-83	-26	12
COc1ccccc1CNC(=O)CSc1cc(=O)n(C)c2ccccc12	-6	0	3	0.9	-15	-10	14	17
O=C(CSc1nncc2ccccc12)Nc1cccc(O)c1	1	-4	13	0.4	-1	12	-15	7
CC(C)(C)NC(=O)c1ccc2c3c(cccc13)CC2	2	1	9	-2.1	-20	-14	-10	24
O=C(N=C1c2ccccc2CN1c1ccccc1)c1cccc([N+](=O)[O-])c1	13	0	42	2.7	-14	7	3	16
O=C1CC[C@@H](CN(Cc2ccccn2)Cc2nc(Cc3cccc(C(F)(F)F)c3)no2)N1	20	0	25	-1.2	9	-17	-18	16
COc1ccc(C(c2nnnn2C2CCCCC2)N2CCN(C)CC2)c(OC)c1 (stereo not drawn)	4	-1	17	-1.6	-10	19	11	17
O=C(NNC(=O)c1ccc2c(c1)OCO2)NC1CCCCC1	-12	-2	18	-2.4	-17	-9	-26	13
CCN(CC(=O)Nc1cc(C)c(Cl)cc1OC)CC(=O)NC1CCS(=O)(=O)C1 (stereo not drawn)	-6	0	12	0.1	3	2	18	11
Clc1ccc(CN2CCc3c([nH]c4ccccc34)C2)cc1Cl	41*	-6	42	6.4	20	1	96*	75*
COc1ccc(C(=O)Nc2cc(Cl)cc(Cl)c2)c(OC)n1	8	2	13	4.3	-49	-38	10	16
CC(C)C(NC(=O)c1ccc(C(C)(C)C)cc1)C(=O)NCC1(N(C)C)CCCCC1 (stereo not drawn)	1	-5	7	0.0	0	0	16	-7
Clc1ccc(-c2csc(-c3ccncc3)n2)cc1	28	2	-27	2.5	-37	-14	-30	25
COCCn1c(SCC(=O)c2c(N)n(C3CC3)c(=O)[nH]c2=O)nnc1-c1ccc(Cl)cc1	5	-3	14	2.5	7	17	-6	17
Cc1cc(-c2ccc(C)c(S(=O)(=O)NCC3CCN(Cc4cccc(F)c4)CC3)c2)on1	-2	-5	-33	-3.1	-3	12	42	30
COc1cc2c(c(OC)c1OC)-c1ccc(NC(=O)c3ccc(F)cc3)c(=O)cc1[C@@H](NC(C)=O)CC2	15	9	28	-1.0	44	-1	62*	27
COc1ccc(C(=O)Nc2ccc(C(=O)Nc3cccnc3)cc2)cc1	-15	0	-4	2.6	-13	0	46	-5
CCOC(=O)c1c(NC(=O)CSc2nc(C)cc(C)c2C#N)sc(C(C)=O)c1C	-5	2	-5	0.6	1	-29	8	-6
c1cncc(-c2nc(N3CCOCC3)c3ccccc3n2)c1	10	9	24	-1.1	2	5	22	15
C#CCOCCOCCOCCNc1nc(N2CCN(C(=O)[C@H](CCC(=O)O)n3cc(C(N)Cc4ccc(O)cc4)nn3)CC2)nc(N2CCN(C(=O)[C@H](Cc3cc4ccccc4[nH]3)n3cc(C(N)[C@H](C)CC)nn3)CC2)n1 (stereo partly drawn)	16	0	25	0.1	0	1	-4	13
Cc1ccc(C2CC(=O)C(C=NCCN3CCN(C(=S)Nc4ccc(F)cc4)CC3)=C(O)C2)cc1 (stereo not drawn)	2	-4	14	0.3	-13	17	12	3
CCC1(C)CC(CC(=O)O)(c2ccccc2OC)CCO1 (stereo not drawn)	-4	-3	-4	1.9	-9	-10	-2	-6

18 entries already listed, arranged by SMILES length, low to high:
SMILES	TIM10 inh	XBP1 UPR activ	tim23-1 inh	CHOP UPR activ	Jurkat NFkB inh	697 NFkB inh	Mdm2-MdmX inh	tim10-1 inh
Clc1ccc(-c2csc(-c3ccncc3)n2)cc1	28	2	-27	2.5	-37	-14	-30	25
COc1ccccc1/C=C/C(=O)c1ccc(Cl)cc1	33	1	26	5.4	15	19	25	32
O=C(CSc1nncc2ccccc12)Nc1cccc(O)c1	1	-4	13	0.4	-1	12	-15	7
CC(C)(C)NC(=O)c1ccc2c3c(cccc13)CC2	2	1	9	-2.1	-20	-14	-10	24
c1cncc(-c2nc(N3CCOCC3)c3ccccc3n2)c1	10	9	24	-1.1	2	5	22	15
O=C(NNC(=O)c1ccc2c(c1)OCO2)NC1CCCCC1	-12	-2	18	-2.4	-17	-9	-26	13
Clc1ccc(CN2CCc3c([nH]c4ccccc34)C2)cc1Cl	41*	-6	42	6.4	20	1	96*	75*
COc1ccccc1CNC(=O)CSc1cc(=O)n(C)c2ccccc12	-6	0	3	0.9	-15	-10	14	17
COc1ccc(C(=O)Nc2ccc(C(=O)Nc3cccnc3)cc2)cc1	-15	0	-4	2.6	-13	0	46	-5
COc1ccc(OCC(=O)NNC(=O)c2ccc(-c3ccccc3)cc2)cc1	-15	-1	-7	-1.2	-10	-10	5	-6
O=C(N=C1c2ccccc2CN1c1ccccc1)c1cccc([N+](=O)[O-])c1	13	0	42	2.7	-14	7	3	16
CCN(CC(=O)Nc1cc(C)c(Cl)cc1OC)CC(=O)NC1CCS(=O)(=O)C1 (stereo not drawn)	-6	0	12	0.1	3	2	18	11
CC(C)C(NC(=O)c1ccc(C(C)(C)C)cc1)C(=O)NCC1(N(C)C)CCCCC1 (stereo not drawn)	1	-5	7	0.0	0	0	16	-7
CN1CCN(S(=O)(=O)c2ccc(Nc3ccc(F)cc3)c([N+](=O)[O-])c2)CC1	-2	3	9	-0.8	-2	-26	15	2
Cc1cc(-c2ccc(C)c(S(=O)(=O)NCC3CCN(Cc4cccc(F)c4)CC3)c2)on1	-2	-5	-33	-3.1	-3	12	42	30
O=C1CC[C@@H](CN(Cc2ccccn2)Cc2nc(Cc3cccc(C(F)(F)F)c3)no2)N1	20	0	25	-1.2	9	-17	-18	16
COCCn1c(SCC(=O)c2c(N)n(C3CC3)c(=O)[nH]c2=O)nnc1-c1ccc(Cl)cc1	5	-3	14	2.5	7	17	-6	17
C#CCOCCOCCOCCNc1nc(N2CCN(C(=O)[C@H](CCC(=O)O)n3cc(C(N)Cc4ccc(O)cc4)nn3)CC2)nc(N2CCN(C(=O)[C@H](Cc3cc4ccccc4[nH]3)n3cc(C(N)[C@H](C)CC)nn3)CC2)n1 (stereo partly drawn)	16	0	25	0.1	0	1	-4	13

More structures follow.
SMILES	TIM10 inh	XBP1 UPR activ	tim23-1 inh	CHOP UPR activ	Jurkat NFkB inh	697 NFkB inh	Mdm2-MdmX inh	tim10-1 inh
CCN(CC(=O)Nc1ccc2c(c1)OCCO2)S(=O)(=O)c1ccc(C)cc1	-29	-2	6	-2.1	10	18	-11	9
Cc1cccnc1NC(=O)Cn1nc(-c2ccccc2)oc1=S	-25	7	14	2.3	-97	-110	-102	4
CCOc1ccc(S(=O)(=O)Nc2cccc(C(=O)NCC(c3ccccc3)N(C)C)c2)cc1 (stereo not drawn)	-9	2	-5	0.3	2	-8	10	7
C=CCn1c(=N)n(CC(=O)c2ccc(Br)cc2)c2ccccc21	-4	-3	13	2.0	8	0	20	6
Cc1ccc(NC(=O)c2ccc(NC(=O)c3ccccc3)cc2)cc1C	-15	-1	-7	0.5	-17	-3	38	-12
Cc1nc(CCNC(=O)Cc2ccccc2)cs1	-2	-5	12	-4.1	-4	18	1	3
O=C(c1cccc(Br)c1)N1CCN(c2ccccn2)CC1	12	-1	16	0.9	-12	-5	-18	8
O=C(CSc1nnc(-c2ccncc2)n1Cc1ccco1)Nc1nccs1	-1	0	0	-0.5	-4	-20	-2	18
COc1ccc(-c2nc(N)ncc2-c2ccccc2OC)c(O)c1	3	-3	25	-1.6	-8	-8	16	23
CC1CC(C)CN(C(=O)c2ccc(S(=O)(=O)N3CC(C)CC(C)C3)cc2)C1 (stereo not drawn)	6	-1	31	-1.6	7	-6	10	30
CCN(CC(=O)Nc1c(F)cccc1F)C(=O)/C=C/c1ccc(Br)s1	5	0	25	2.3	-2	1	19	17
Cc1cccc2c(C(=O)O)c3cccc(C)c3nc12	13	-1	8	-0.2	3	-7	29	2
CCOC(=O)N1CCC(NC(=O)c2ccc3c(c2)N=C(C)c2ccccc2S3)CC1	13	-3	33	-0.8	9	-21	21	32
O=C(c1cccnc1)N1CCN(S(=O)(=O)c2cccs2)CC1	0	-2	0	-0.3	6	3	5	-14
